# Source: PubChem BioAssay
# POLK inh = blocks human DNA polymerase kappa activity; Q9UBT6; purified Pol kappa, fluorescent DNA synthesis assay, 10 min; Potency, µM (series often up to 107 µM), for the others: top-dose activity, negative = inhibition, usual class: inhibitors; 400,000 compounds, 0.53% hits; AID 588579; further: potency means the concentration at half of the fitted maximal effect; on the % scale 0 is the no-effect control and ±100 the full control effect
#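 Fluorescent qHTS in 1536-well format: enzyme (10 nM) and compound sat 15 min at room temperature before 50 nM substrate (final) was added. Signal taken at 0 and 10 min; no-enzyme buffer wells were negative controls.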
# POLB inh = DNA polymerase beta (human) inhibition; P06746; Pol beta primer extension/strand displacement, fluorescence kinetic; Potency, µM (series often up to 114 µM), inactives show at the top dose activity change, negative = inhibition, actives largely listed as inhibitors; 340,000 compounds, 1.3% hits; AID 485314; further: potency means the concentration at half of the fitted maximal effect; on the % scale 0 is the no-effect control and ±100 the full control effect
#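 Curves were derived by four-parameter Hill fits of normalized qHTS data. The kinetic fluorescent primer-extension read was taken at 0 and 10 min after 50 nM substrate, following a 15 min room-temperature preincubation of 10 nM enzyme with compounds.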
# BLM inh = inhibitors of human Bloom syndrome helicase BLM; recombinant BLM DNA unwinding, fluorescence dequenching; P54132; 350,000 compounds, 0.2% hits; Potency, µM (series often up to 56.1 µM), for the others: at the highest dose activity change, negative = inhibition, actives largely listed as inhibitors;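 further: potency means the concentration at half of the fitted maximal effect; plate controls were vehicle for no effect and no enzyme for full effect; nearly all actives have a fitted effect of over 35% in size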
# POLH inh = blocks human DNA polymerase eta activity | 390,000 compounds, 1.2% hits | Potency, µM (doses to about 114 µM), for the others: at the top dose activity change, negative = inhibition, actives largely listed as inhibitors | Q9Y253 | recombinant Pol eta, fluorescent DNA replication assay | AID 588591; further: potency means the concentration at half of the fitted maximal effect; on the % scale 0 is the no-effect control and ±100 the full control effect
#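 Pol eta at 10 nM preincubated with compounds 15 min at room temperature; reaction started with fluorescent substrate (50 nM final) and read kinetically at 0 and 10 min.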
# Pol iota inh = blocks human DNA polymerase iota activity; Potency, µM (titrated, usually from 115 µM), for inactives: at the top dose activity, negative = inhibition, hits mostly inhibitors; Pol iota fluorescent replication assay, 10 min; 390,000 compounds, 1% hits; AID 588590; Q9UNA4; further: potency means the concentration at half of the fitted maximal effect
# Target sequence (Q9UNA4 whole entry, looked up): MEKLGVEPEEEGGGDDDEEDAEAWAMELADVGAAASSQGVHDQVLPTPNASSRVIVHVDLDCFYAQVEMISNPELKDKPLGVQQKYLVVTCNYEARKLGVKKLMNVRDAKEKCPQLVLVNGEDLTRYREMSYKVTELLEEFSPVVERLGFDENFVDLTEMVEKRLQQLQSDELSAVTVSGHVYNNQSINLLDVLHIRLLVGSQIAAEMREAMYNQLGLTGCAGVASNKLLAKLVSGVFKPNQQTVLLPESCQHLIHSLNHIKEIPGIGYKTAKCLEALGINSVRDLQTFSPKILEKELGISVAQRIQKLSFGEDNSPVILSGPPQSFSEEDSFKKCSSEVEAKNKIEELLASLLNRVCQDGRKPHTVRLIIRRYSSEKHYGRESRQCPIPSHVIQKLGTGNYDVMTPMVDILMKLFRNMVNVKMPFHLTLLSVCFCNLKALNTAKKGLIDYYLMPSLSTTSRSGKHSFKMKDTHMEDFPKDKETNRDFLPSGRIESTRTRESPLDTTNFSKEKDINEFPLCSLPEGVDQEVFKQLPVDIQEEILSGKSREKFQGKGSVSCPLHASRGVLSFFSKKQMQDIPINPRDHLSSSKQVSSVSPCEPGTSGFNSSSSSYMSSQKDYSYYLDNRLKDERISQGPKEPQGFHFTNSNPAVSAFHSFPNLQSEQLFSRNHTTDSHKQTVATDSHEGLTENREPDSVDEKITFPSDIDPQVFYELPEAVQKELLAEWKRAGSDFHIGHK
#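 Pol iota at 10 nM preincubated 15 min with compounds at room temperature; reaction started with fluorescent substrate, 50 nM final. Fluorescence read kinetically at 0 and 10 min; buffer-only wells as negative control.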
# Tb PGK inh = inhibitors of T. brucei phosphoglycerate kinase. P07378. PGK/GAPDH coupled, Kinase-Glo luminescence, 60 min. Potency, µM (top dose mostly 57.5 µM), inactives show at the top dose activity change, negative = inhibition, most hits filed as inhibitors. 380,000 compounds, 0.043% hits. AID 602233; further: potency means the concentration at half of the fitted maximal effect; on the % scale 0 is the no-effect control and ±100 the full control effect; nearly all actives have a fitted effect of over 60% in size
#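 Luminescent ATP detection (Kinase-Glo Plus) follows a 60-minute room-temperature incubation, with wells lacking PGK as controls. Buffer: 100 mM TEA (pH 7.6), 5 mM MgCl2, 0.01% Tween-20. Coupling enzyme GAPDH (100 nM final) supplies unstable 1,3-BPG in-well.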
# Anesthetic bind = candidate novel general anesthetic via apoferritin binding; apoferritin/1-aminoanthracene competitive binding, fluorescence; P02791; Potency, µM (highest dose often 77.5 µM), for inactives: at the top dose activity change, negative = displacement, actives largely listed as inhibitors; 350,000 compounds, 0.074% hits; further: potency means the concentration at half of the fitted maximal effect; on the % scale 0 is the no-effect control and ±100 the full control effect; nearly all actives have a fitted effect of over 20% in size
# Target sequence (P02791 2-175 limits assumed): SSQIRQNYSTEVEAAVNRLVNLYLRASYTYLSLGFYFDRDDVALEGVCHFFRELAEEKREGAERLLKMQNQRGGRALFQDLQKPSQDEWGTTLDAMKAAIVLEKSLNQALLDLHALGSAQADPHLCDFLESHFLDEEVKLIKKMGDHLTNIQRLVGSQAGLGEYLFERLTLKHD
#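 Horse-spleen apoferritin (10 uM) was mixed with 50% saturated 1-aminoanthracene in PBS, exposed to compounds for 10 min at room temperature, and read for fluorescence (ex 380 nm, em 535 nm). Competitive displacement was fitted with a four-parameter Hill equation.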
# APEX1 inh = blocks human APE1 abasic DNA cleavage; P27695; recombinant APE1, TAMRA/BHQ-2 abasic DNA cleavage fluorescence; Potency, µM (highest dose often 65.8 µM), without a hit: at the top dose activity change, negative = inhibition, hits mostly inhibitors; 350,000 compounds, 0.35% hits; AID 2517;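 further: potency means the concentration at half of the fitted maximal effect; plate controls were vehicle for no effect and reference inhibitor for full effect; nearly all actives have a fitted effect of over 55% in size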
#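 Enzyme (0.75 nM final) and test compound are incubated 15 min at room temperature before adding 50 nM quenched THF abasic-site duplex. Cleavage dequenches TAMRA, followed at 525/598 nm over three reads one minute apart.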
# RXFP1 antag = blocks the human relaxin receptor RXFP1 | 350,000 compounds, 0.59% hits | activity change, negative = inhibition, % at 57.5 µM | HEK293-RXFP1, relaxin-stimulated cAMP HTRF, 30 min; active compounds read low | Q9HBX9;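 active means activity change of -60% or lower, but not beyond a set lower limit; inconclusive means change between -60% and -40%, or beyond the set limit; inactive means change above -40%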; further: on the % scale 0 is the no-effect control and ±100 the full control effect
# Starred values were filed as active, the others as inactive; i = inactive; ? = inconclusive; nt = no result given; & = joins results of further samples; [ ] = another dose, or the depositor's remark. Unless noted, the call rests on the fitted dose curve; in most records, active means well fitted curve in the direction sought with a large enough effect; inconclusive means small, poorly fitted or top-dose-only effect, or another doubt; inactive means no such curve, though single readings can be large; an effect the other way counts as inactive or inconclusive. An excerpt; the hit share may differ from the screen's.
1: NC(=O)CC(NC(=O)Cc1cccc2ccccc12)c1ccc(NC2CCC2)c([N+](=O)[O-])c1 (stereo not given)
2: COc1cc(OC)cc(C(=O)NNC(=O)c2cc(=O)[nH]c3ccccc23)c1
3: O=C1CCCc2cc(S(=O)(=O)NCC3CCC(C(=O)Nc4ccc(Cl)cc4)CC3)ccc2N1 (stereo not given)
4: COc1ccccc1C1OCC(C)([N+](=O)[O-])CO1 (stereo not given)
5: Cc1c(NC(=O)/C(C#N)=C/c2ccc(-c3ccc(Cl)cc3)o2)c(=O)n(-c2ccccc2)n1C
6: Cc1cc(C)n2c3c(c(C#N)c2n1)CC(C)(C)OC3
assay / compound,1,2,3,4,5,6
POLK inh,2%,-5%,-10%[60.1 µM],-18%,-21%,-7%
POLB inh,-1%,nt,7%,nt,6%,2%
BLM inh,-1%,nt,-1%,nt,0%,1%
POLH inh,1%,-12%,-8%,-14%,-10%,-8%
Pol iota inh,2%,-12%,-20%,53%[activator],28%,-1%
Tb PGK inh,-1%,-4%,0%,-3%,-12%,-4%
Anesthetic bind,1%,nt,6%,nt,?,206%[activator]
APEX1 inh,19%,5%,nt,nt,-5%,1%
RXFP1 antag,nt,-4,-16,2,-4,6

7: COC(=O)CSc1nnc(-c2ccco2)n1-c1ccc(C)cc1
8: COC(=O)c1ccccc1C(=O)N(c1ccccc1)c1ccccc1
9: NC(=O)c1nsc(C(=O)N(CC(=O)NCc2ccc3c(c2)OCO3)C2CCCCC2)c1N
10: COc1ccc(C2CC(=O)c3c(O)cc(O)cc3O2)cc1O (stereo not given)
11: CCOC(=O)Cc1csc(NC(=O)CCCc2ccccc2)n1
12: CCOC(=O)C(NC(C)=O)(Nc1ccc(S(=O)(=O)Nc2cc(C)nc(C)n2)cc1)C(F)(F)F (stereo not given)
assay / compound,7,8,9,10,11,12
POLK inh,-6%,2%,7%&-8%,-17%,-6%,4%
POLB inh,16%,nt,6%,nt,6%,-8%
BLM inh,-4%,nt,-2%,0%,-13%,-1%
POLH inh,-5%,-13%,-17%,1%,0%,14%
Pol iota inh,15%,149%[activator],17%&20%,-8%,-1%,10%
Tb PGK inh,4%,-10%,5%,4%,-3%,i
Anesthetic bind,-18%,nt,-7%,?,-8%,-14%
APEX1 inh,16%,nt,3%,-2%,57%,-1%
RXFP1 antag,1,-7,-2,10,nt,-16

13: COc1ccc(NC(=O)C2OC3OC(C)(C)OC3C3OC(C)(C)OC23)cc1 (stereo not given)
14: O=C(NCc1ccc(Cl)cc1)c1cc2c(nc3sccn32)s1
15: O=C(CN1CCN(c2ccccc2)CC1)Nc1nccs1
16: Cc1sc2nc3c(SC(C)C(=O)O)cc(C(=O)c4ccccc4O)cn3c(=O)c2c1C (stereo not given)
17: COc1ccc(NS(=O)(=O)c2ccc(OC)c(OC)c2)cc1OC
18: O=C(CSc1nc(-c2ccco2)cc(C(F)(F)F)n1)Nc1ccc2c(c1)OCO2
assay / compound,13,14,15,16,17,18
POLK inh,-17%,0%,-3%,-25%,3%,3%
POLB inh,-1%,-24%,4%,?,48%,6%
BLM inh,-2%,-5%,0%,-13%,-11%,3%
POLH inh,-2%,?,-8%,?,-9%,-5%
Pol iota inh,-6%,?,-3%,?,19%,18%
Tb PGK inh,-8%,-7%,-16%,0%,-7%,nt
Anesthetic bind,1%,?,-2%,4%,-11%,-7%
APEX1 inh,19%,-2%,1%,23%,8%,-4%
RXFP1 antag,-2,-22,-2,-8,16,-7

19: Cc1ccc(OCc2nnc(SCC(=O)N3c4ccccc4Sc4ccc(Cl)cc43)o2)cc1
20: COc1cccc(C2C(C(=O)/C=C/c3ccco3)=C(O)C(=O)N2CCN2CCOCC2)c1 (stereo not given)
21: Nc1ncnc2c1ncn2C1CCC(CO)C(O)C1 (stereo not given)
22: O=c1oc2ccccc2c(O)c1Sc1ccc(Cl)cc1
23: COCCNC(=O)CSc1nnc(-c2ccccc2F)n1Cc1ccccc1
24: COc1cccc(-c2nnc(NC(=O)C3CCCCC3)o2)c1
assay / compound,19,20,21,22,23,24
POLK inh,-22%,-40%,-5%,3%,-9%,5%
POLB inh,0%,-8%,-3%,nt,-16%,29%
BLM inh,-1%,-3%,0%,nt,-12%,2%
POLH inh,-1%,-19%,1%,4%,-1%,-18%
Pol iota inh,41%[activator],?,45%[activator],?,-10%,2%
Tb PGK inh,-8%,3%,-1%,i,9%,-2%
Anesthetic bind,5%,-17%,-1%,nt,-6%,-9%
APEX1 inh,-2%,-9%,-2%,nt,0%,-1%
RXFP1 antag,10,5,18,2,?,nt

25: O=C1CN(S(=O)(=O)c2ccc([N+](=O)[O-])cc2)CC(=O)N1
26: Cc1ccc(CNC(=O)c2ccc(CSCc3ccccc3C)o2)cc1
27: Cc1ccc(/C=C/C(=O)OCC(=O)Nc2cccnc2Cl)cc1
28: COc1ccc(Cl)cc1NC(=O)C1CC(=O)N(c2ccc(F)cc2)C1 (stereo not given)
29: CCOc1ccc(C(C)=O)cc1CSc1nnc(N)s1
30: CC(CN1CCC(n2nccc2NC(=O)C2CCCC2)CC1)c1ccccc1 (stereo not given)
assay / compound,25,26,27,28,29,30
POLK inh,-4%,-8%[60.1 µM],3%,0%,-1%,-8%
POLB inh,24%,13%,nt,-4%,-1%,3%
BLM inh,-7%,-9%,nt,-3%,-1%,-2%
POLH inh,2%,-9%,-11%,-2%,-5%,-16%
Pol iota inh,11%,?,5%,19%,216%[activator],27%
Tb PGK inh,-3%,-8%,10%,-9%,-10%,-9%
Anesthetic bind,-2%,5%,nt,-10%,-12%,-7%
APEX1 inh,10%,nt,14%,-9%,-1%,14%
RXFP1 antag,-6,?,-1,-13,-4,-4

# Results in POLH inh and APEX1 inh (3 entries from above):
entry	molecule	POLH inh	APEX1 inh
21	Nc1ncnc2c1ncn2C1CCC(CO)C(O)C1 (stereo not given)	1%	-2%
22	O=c1oc2ccccc2c(O)c1Sc1ccc(Cl)cc1	4%	nt
23	COCCNC(=O)CSc1nnc(-c2ccccc2F)n1Cc1ccccc1	-1%	0%

# (continued)
31: Oc1ccc(CNc2ccc(F)cc2)c2cccnc12
32: Clc1ccccc1Nc1ncnc2c1nnn2Cc1ccccc1
33: C=CCc1ccccc1OCC(O)CN1C(=O)c2ccccc2C1=O (stereo not given)
34: Clc1ccc(-c2nc3ncccn3c2Nc2ccc3c(c2)OCO3)cc1
35: Cc1ccc(SCC(=O)NNC(=O)c2ccc(S(C)(=O)=O)cc2)cc1
36: Cc1ccc(OC(=O)c2cccc(C(=O)Oc3ccc(C)cn3)n2)nc1
assay / compound,31,32,33,34,35,36
POLK inh,-19%,-3%,-5%,-2%,6%,nt
POLB inh,24%,2%,0%,-25%,-17%,14%
BLM inh,-7%,-6%,-2%,1%,-3%,2%
POLH inh,2%,-5%,-7%,2%,-3%,nt
Pol iota inh,50%[activator],-28%,96%[activator],8%,-13%,nt
Tb PGK inh,0%,-6%,i,i,-7%,nt
Anesthetic bind,?,?,-18%,-10%,-2%,-10%
APEX1 inh,18%,-4%,-1%,0%,48%,3%
RXFP1 antag,20,-2,-12,-2,-18,nt

37: COc1ccccc1C(C)NC(=O)CCNC(=O)c1ccc(Cl)cc1 (stereo not given)
38: CCOC(=O)C1(CCCc2ccccc2)CCN(C(=O)CCCn2cncn2)CC1
39: O=C(Nc1ccc(F)cc1)N1CCN2C(=O)c3ccccc3C12c1ccccc1 (stereo not given)
40: C=C(C)CSc1[nH]c(=O)cc(C)c1C#N
41: COCCn1c(C)cc(O)c(C(c2ccc(Cl)cc2)N2CCCCC2)c1=O (stereo not given)
42: Cc1cc(C)c(NC(=O)CSc2nc3ccc(N4C(=O)c5ccccc5C4=O)cc3s2)c(C)c1
assay / compound,37,38,39,40,41,42
POLK inh,-2%,-1%,-14%,-16%,-4%[60.1 µM],-1%
POLB inh,nt,?,-15%,-16%,?,11%
BLM inh,nt,-2%,-7%,-2%,-2%,-5%
POLH inh,-13%,-12%,-14%,-6%,-1%,-24%
Pol iota inh,25%,-14%,-4%,-15%,-4%,102%[activator]
Tb PGK inh,-9%,8%,3%,5%,-3%,-3%
Anesthetic bind,nt,-10%,-16%,-4%,-9%,2%
APEX1 inh,5%,1%,-1%,0%,nt,4%
RXFP1 antag,-6,-3,-6,0,-11,-1

43: CC1(C)CC(=O)C2=C(C1)Nc1ccccc1N(C(=O)C1CC1)C2c1ccco1 (stereo not given)
44: CC1=C(OC(=O)c2ccccc2)C(C)(C)C(c2ccccc2)OC1=O (stereo not given)
45: CCn1c(=O)c(C(=O)NCc2ccccn2)c(O)c2ccccc21
46: COc1cccc(NC(=O)CSc2nc3c(sc4ccccc43)c(=O)n2CCCN2CCCC2)c1
47: Cc1nc(Cl)c(C(=O)NC(=O)NCc2ccccc2)c(C)c1Cl
48: CC(=O)c1sc2nc(CSc3nncn3C)[nH]c(=O)c2c1C
assay / compound,43,44,45,46,47,48
POLK inh,-18%,-7%,-16%,-11%,-5%,-19%
POLB inh,4%,3%,0%,10%,1%,-27%
BLM inh,-3%,-4%,2%,12%,-2%,0%
POLH inh,11%,-18%,-12%,-11%,-22%,-7%
Pol iota inh,?,18%,10%,-5%,155%[activator],?
Tb PGK inh,-1%,6%,7%,-2%,5%,-1%
Anesthetic bind,-6%,-12%,-23%,-20%,3%,-7%
APEX1 inh,-1%,4%,1%,55%,-6%,-2%
RXFP1 antag,-8,-3,-7,11,-5,4
